Bioassay records (PubChem BioAssay)
GalR3 antagonist – blocks the human galanin receptor 3; O60755; HEK293 GalR3-CNG cAMP membrane potential fluorescence; galR3 body fused to GalR1 C-terminus; inhibition, % at 3 µM; AID 651719; 0.44% of 360,000 active;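 active means inhibition above the screen-wide average plus 3 SD, cut at about 13% in these data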;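 further: forskolin and galanin both at EC90 stimulate the cells; cAMP rise reported by CNG channel membrane potential dye signal; 0% = forskolin plus galanin with DMSO and 100% = forskolin alone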
Target sequence (O60755 1-299 limits assumed): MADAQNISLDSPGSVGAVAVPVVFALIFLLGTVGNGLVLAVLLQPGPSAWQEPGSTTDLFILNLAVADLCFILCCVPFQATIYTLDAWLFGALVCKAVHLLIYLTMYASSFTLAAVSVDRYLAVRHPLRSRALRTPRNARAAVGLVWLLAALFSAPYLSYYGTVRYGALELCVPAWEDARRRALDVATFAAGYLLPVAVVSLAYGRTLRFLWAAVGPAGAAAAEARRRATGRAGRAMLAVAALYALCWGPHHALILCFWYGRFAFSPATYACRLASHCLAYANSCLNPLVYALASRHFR
V1R ag counter – activates human V1a receptor in oxytocin agonist counter-screen; P37288; CHO-V1R cells, Fluo-8 calcium fluorescence, agonist mode; 0% DMSO, 100% 3 nM vasopressin; activation, % at 3 µM; 0.25% of 320,000 active; AID 2797;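 active means activation above the mean activation of all tested compounds plus 3 SD, per screening run, cut at about 20% in these data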;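 further: signal is peak over basal fluorescence ratio across a 100 second FLIPR read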
NALP1 yeast inh – inhibitors of NALP1 inflammasome in yeast; S. cerevisiae NALP1/ASC/caspase-1 growth, X-gal OD620, 72 h; inhibition, % at 10 µM; 0.61% of 280,000 active; AID 2071; in the data active means inhibition mostly above about 24%, no sharp cut-off; inactive means mostly below about 32%; further: some compounds called inactive have numbers as strong as hits
GPR7 antag – antagonists of human GPR7 (neuropeptides B/W receptor 1). GPR7-expressing cells, fluorescence antagonist assay. inhibition, % at 4.4 µM. AID 1861. 1.1% of 290,000 active. P48145; in the data active means inhibition above about 16%, passing the limit was not always enough;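 further: cells stimulated with the agonist NPW; 0% = agonist with vehicle and 100% = vehicle without agonist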
MEKK2 mut-MEK5 – signal of MEK5 binding to mutant human MEKK2 PB1 domain. bead flow cytometry, Alexa488-MEK5 binding to MEKK2 mutant. percent response, % at 10 µM. 0.35% of 290,000 active. AID 1530; in the data active means percent response above about 24%, passing the limit was not always enough; further: inactives centre near 1; some results filed as inactive read as strong as hits; reference of the scale not given here
MEKK2wt PB1 HTS – raises or lowers MEK5 binding to wildtype human MEKK2 PB1 domain. Q9Y2U5. bead flow cytometry, Alexa488-MEK5 binding to MEKK2 WT; actives lie on both sides. binding response (% of control), % at 10 µM. 1.1% of 290,000 active. AID 1531; in the data active means binding response below about 67% or above about 130%
OXTR ag – human OXTR agonism | P30559 | CHO-OTR cells, Fluo-8 calcium fluorescence; normalized: DMSO 0%, oxytocin 100% | activation, % at 3 µM | 0.32% of 320,000 active | AID 2435;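 active means activation above the mean of all tested compounds plus 3 SD, cutoff set per screening run, cut at about 20% in these data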;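 further: peak over basal fluorescence ratio from a 100 s FLIPR kinetic read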
Target sequence (P30559 whole entry, looked up): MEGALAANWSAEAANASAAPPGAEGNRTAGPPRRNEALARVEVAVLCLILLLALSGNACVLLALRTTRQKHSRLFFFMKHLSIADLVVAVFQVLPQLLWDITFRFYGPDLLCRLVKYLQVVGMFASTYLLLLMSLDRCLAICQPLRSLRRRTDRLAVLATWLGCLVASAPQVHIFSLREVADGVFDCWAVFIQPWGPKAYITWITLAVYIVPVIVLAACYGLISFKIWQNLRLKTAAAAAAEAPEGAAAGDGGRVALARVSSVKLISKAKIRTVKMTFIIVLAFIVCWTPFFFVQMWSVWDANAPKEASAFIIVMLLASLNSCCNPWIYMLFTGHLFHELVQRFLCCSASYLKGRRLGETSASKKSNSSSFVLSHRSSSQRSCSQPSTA
MEKK3 PB1 HTS – raises or lowers MEK5 binding to the human MEKK3 PB1 domain; Q99759; bead-based flow cytometry, Alexa488-MEK5 binding to MEKK3; actives lie on both sides; 0 = blocked by unlabeled MEK5, 100 = vehicle; binding response (% of control), % at 10 µM; 1.4% of 290,000 active;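 active means binding response more than 3 SD above or below the average of its plate-row segment, actives on both sides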;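 further: Alexa488 bead fluorescence after subtracting the streptavidin-only scavenger bead signal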
PHOSPHO1 block – PHOSPHO1 (human) inhibition; inhibition, % at 13.3 µM; 1.1% of 290,000 active; recombinant PHOSPHO1, absorbance phosphatase assay; in the data active means inhibition above about 60%
Target sequence (Q8TCT1 whole entry, looked up): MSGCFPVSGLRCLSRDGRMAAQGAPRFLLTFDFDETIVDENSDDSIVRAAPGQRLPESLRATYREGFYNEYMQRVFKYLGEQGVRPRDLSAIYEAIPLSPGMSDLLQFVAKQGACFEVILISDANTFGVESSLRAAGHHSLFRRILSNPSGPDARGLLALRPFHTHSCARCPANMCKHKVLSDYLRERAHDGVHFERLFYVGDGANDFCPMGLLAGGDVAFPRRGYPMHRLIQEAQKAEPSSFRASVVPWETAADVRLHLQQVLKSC
An asterisk follows results filed as active; . = not tested or not shown.

Molecule	MEKK2 mut-MEK5	V1R ag counter	GalR3 antagonist	GPR7 antag	PHOSPHO1 block	OXTR ag	NALP1 yeast inh	MEKK2wt PB1 HTS	MEKK3 PB1 HTS
Cc1sc2ncn(CC(=O)NCCCC(=O)N3CCN(Cc4ccc5c(c4)OCO5)CC3)c(=O)c2c1C	0	0.7	6	-13	9	-0.2	26	97	101
O=C1CCc2cc(S(=O)(=O)NC(C(=O)NCc3cccnc3)c3ccccc3)ccc2N1 (configuration not stated)	1	0.5	-1	-13	-9	0.0	19	105	104
O=C(O)c1ccc2nnn(O)c2c1	2	0.6	-4	-4	-6	0.7	-6	101	105
O=C(Nc1ccc(N2C(=O)C3C4C=CC(C4)C3C2=O)cc1Cl)c1cccs1 (configuration not stated)	6	0.9	-9	-11	21	-0.2	11	106	98
Cc1cc2oc(C(=O)N(Cc3ccccc3)C3CCS(=O)(=O)C3)c(C)c2cc1C (configuration not stated)	1	1.9	2	-14	31	-0.6	7	100	108
CSc1ncc(CN2CCCC(C(=O)c3ccc(C(C)(C)C)cc3)C2)cn1 (configuration not stated)	-2	1.5	-4	-2	8	-2.7	-18	96	95
O=C(c1ccc(N2CCCCS2(=O)=O)cc1)N1CCN(c2ccccc2F)CC1	-2	3.3	4	17	1	0.3	5	100	101
Cc1cc(NC(=O)Nc2cccs2)no1	7	0.9	7	-15	4	0.6	4	106	103
Cc1cc2[nH]c3c(c[n+](C)c4ccccc34)c2cc1C	-2	1.2	-10	-3	-71	0.0	-24	144*	61
COc1cccc(N2CCN(C(C)C(=O)NC34CC5CC(CC(C5)C3)C4)CC2)c1 (configuration not stated)	3	-0.1	-4	-2	36	-2.0	-3	102	102
CC(=O)CSc1nc2ccccc2s1	-3	4.4	-2	-11	-61	-0.5	0	99	102
CCCCN(CCCNC(=O)C1CCN(C(=O)c2cc3sccc3n2C)CC1)Cc1ccccc1	11	3.7	-3	14	38	1.8	12	121	102
O=C(CSc1nnnn1C1CCCCC1)N1CCCC1	-2	1.0	1	-3	10	0.5	26	95	97
CC(=O)Cc1nsc(NC(=O)C2Cc3ccccc3C(=O)O2)n1 (configuration not stated)	-2	0.6	.	4	1	-0.1	-46	100	98
Cc1ccc(NC(=S)NC(=O)c2ccc(F)cc2)cc1S(=O)(=O)Nc1ccccc1Cl	0	1.6	-6	-6	-8	-2.5	24	95	100
CC(C)OP(=O)(c1ccccc1)c1ccccc1	0	0.3	2	-1	-18	-0.9	14	109	153*
COc1ccc(NC(=O)CSCC(=O)Nc2ccc(S(=O)(=O)N3CCCC3)cc2)cc1	9	-0.3	-2	-3	48	0.7	3	109	104
COc1ccc(C)cc1NC(=O)CSc1nc2ccccc2nc1N1CCCCC1	-3	-0.1	.	11	44	-1.2	13	96	103
O=C(/C=C/NNC(=O)c1cccc(Br)c1)c1cccc(Br)c1	-5	0.7	-8	5	3	1.2	-2	90	96
O=C(CSc1nncc(=O)[nH]1)NC1CCCCC1	-6	0.2	-8	-8	19	0.2	18	97	101
O=C(Cn1cnc2sc3c(c2c1=O)CCCC3)NCC(=O)Nc1c(F)cccc1F	2	1.2	-9	-11	49	-0.3	-9	96	95
COC(=O)CCCCC1SCC2NC(=O)NC21 (configuration not stated)	-9	1.2	-4	-3	30	-0.6	0	89	104
CCOC(=O)N1CCN(C(=O)c2oc3ccc(S(=O)(=O)N4CCCCCC4)cc3c2C)CC1	5	1.7	-6	4	-22	-0.5	52	119	111
COc1ccc(S(=O)(=O)N2CCCC(C(=O)O)C2)cc1Cl (configuration not stated)	4	0.7	2	-4	-84	0.7	-14	102	102
O=C(COC(=O)C12CC3CC(CC(O)(C3)C1)C2)NCCc1ccc(Cl)cc1	-11	-1.0	-6	-6	0	0.0	-11	95	109
COc1ccc(C)cc1NC(=O)C1CCN(S(=O)(=O)c2cccs2)CC1	4	1.1	-9	0	24	-0.6	10	101	103
CCNC(=O)NC(=O)CSc1nc2ccccc2n1CCOC	12	1.0	-4	3	21	0.5	0	99	98
CCCOc1cccc(C(=O)Nc2cccc(NC(=O)c3ccco3)c2)c1	.	2.7	-3	-1	-15	-1.9	-6	.	.
Cc1cccc(OCC(=O)N2CCc3ccccc3C2)c1	0	0.6	-3	11	41	-1.4	23	98	93
O=C(COc1ccc(Cl)cc1Cl)NCC(=O)N/N=C/c1c[nH]c2ccccc12	-2	0.4	0	-4	-1	-0.1	23	101	104

3 compounds from above, limited to MEKK2 mut-MEK5:
| mol | MEKK2 mut-MEK5 |
| --- | --- |
| O=C(CSc1nnnn1C1CCCCC1)N1CCCC1 | -2 |
| CC(=O)Cc1nsc(NC(=O)C2Cc3ccccc3C(=O)O2)n1 (configuration not stated) | -2 |
| Cc1ccc(NC(=S)NC(=O)c2ccc(F)cc2)cc1S(=O)(=O)Nc1ccccc1Cl | 0 |

Next section:
Molecule	MEKK2 mut-MEK5	V1R ag counter	GalR3 antagonist	GPR7 antag	PHOSPHO1 block	OXTR ag	NALP1 yeast inh	MEKK2wt PB1 HTS	MEKK3 PB1 HTS
Cc1ccc(C)[n+](CC(=O)N2CCCCC2)c1	-3	.	1	-6	39	.	0	95	99
Cc1ccc(NC(=O)Cn2c(=O)oc3ccccc32)cc1C	1	2.5	-3	3	14	0.5	10	108	103
CCOC(=O)N/N=C/c1c(F)cccc1F	-4	-0.3	-2	4	0	-0.8	26	94	91
COc1ccc(C(CNC(=O)COc2ccc([N+](=O)[O-])cc2)N2CCCCC2)cc1 (configuration not stated)	1	0.1	0	6	42	0.9	2	101	100
COCC(=O)Nc1ccc(Br)c(C)c1	2	1.8	-2	-9	-23	1.3	-10	105	103
COc1cc(NC(=O)COc2ccccc2)c(OC)cc1NC(C)=O	8	-0.1	-3	-14	41	-1.5	-8	107	104
CC(C)C(O)(C(=O)NNc1ccccc1)C(C)C	-9	-0.3	-2	-1	24	0.9	-1	100	93
COc1ccc(/C=C/c2ccccc2)cc1[C@H]1[C@H]2C=CC[C@@H](C)[C@@H]2C(=O)N1Cc1ccccc1	1	-0.3	0	.	26	-0.1	5	90	95
CCC(=O)Nc1nc(N)n(-c2ccccc2)n1	3	-1.3	-3	-7	4	0.4	-1	117	117
Cc1nc(NC(=O)c2cccc(Cl)c2)sc1C(=O)N1CCCCC1	-2	0.2	-1	0	8	-0.2	-10	93	99
O=C(OCc1ccc([N+](=O)[O-])cc1Cl)c1cnccn1	2	0.7	-10	6	.	0.8	.	95	99
O=C1C(=C(O)c2ccccc2)C(=O)c2ccccc21	3	-0.8	-6	-13	17	-0.7	17	102	103
COc1cc(S(=O)(=O)NCc2ccc3c(c2)OCO3)ccc1Cl	-2	0.7	-5	-1	-26	2.8	-22	95	99
CC12CC3CC(C)(C1)CC(C(=O)NC(=S)N1CCOCC1)(C3)C2	4	-0.8	1	-15	-131	-1.2	-7	102	104
O=C(CCN1C(=O)C2CC=C(Cl)CC2C1=O)NC1CCCCC1 (configuration not stated)	6	0.0	0	-6	-3	-0.2	42*	106	100
Cc1nn(CC(=O)Nc2ccc3c(c2)OCO3)c(C)c1Cl	1	-0.2	1	9	21	0.1	8	98	98
CCOC(=O)C1(CCOc2ccccc2)CCN(Cc2ccc(OCC)c(CO)c2)CC1	12	9.6	-6	9	.	6.5	.	127	109
CCCN1CN(c2ccccc2)C(=S)N(c2ccccc2)C1	-4	0.3	-4	14	12	0.0	.	85	88
Cc1ccc(N(CC(=O)NC2CCCCC2)C(=O)CNC(=O)c2cccs2)cc1	1	0.6	-8	-3	28	1.0	3	97	99
CCOc1ccc(N=CNc2ccc(OCC)cc2)cc1	8	0.3	-11	0	54	1.8	24	116	102
Nc1ccc(-c2nc3ncccc3o2)cc1	-1	0.7	-4	2	.	-0.1	-28	102	100
CC(=O)Nc1nc(C)nc(-c2ccccc2)c1C(C)=O	-1	-1.0	0	-8	26	0.2	15	91	92
CN(C)c1ccc(/C=N/NC(=O)C(O)c2ccc(Br)cc2)cc1 (configuration not stated)	-4	2.2	-4	-12	37	-0.1	-14	93	101
Clc1ccc(Cn2cc(/C=N/n3cnnc3)c3ccccc32)cc1	14	3.0	-1	8	19	1.4	0	112	115
CSc1ncc(Cl)c(C(=O)Nc2cc(C)ccc2C)n1	4	-0.3	-8	15	23	-0.5	11	104	103
COCCNC(=O)NC(=O)CSc1nc(C)c(C)c(C)n1	-3	0.3	-4	9	4	0.2	-13	98	100
CCN(CC)S(=O)(=O)c1cc(Cl)ccc1OC	1	0.8	-1	-19	4	-0.9	8	103	100
NCC(=O)Nc1ccc(Br)cc1	0	1.6	-1	-5	8	0.4	13	103	98
O=c1c2cc(NC(=S)NC3CC3)ccc2nc2n1CCCCC2	-1	-0.1	-5	-12	32	1.7	1	96	98
C/C(=N\NC(=O)c1ccc(Cl)cc1)c1ccc(N2CCOCC2)cc1	-2	-0.8	-5	-9	-19	1.2	8	93	91

Next part
Molecule	MEKK2 mut-MEK5	V1R ag counter	GalR3 antagonist	GPR7 antag	PHOSPHO1 block	OXTR ag	NALP1 yeast inh	MEKK2wt PB1 HTS	MEKK3 PB1 HTS
Cc1cccc(NC(=O)C(=O)C2C(=O)Nc3ccccc32)c1 (configuration not stated)	-9	0.9	1	-6	33	0.5	-9	101	99
O=C(Nc1nnc(SCc2ccccc2F)s1)C1=COCCO1	2	2.9	-1	-9	26	2.3	13	100	95
CCOC(=O)/C=C/S(=O)(=O)c1ccc(NC(C)=O)cc1	0	-0.3	-3	18*	3	-0.4	6	95	99
O=C(Nc1ccnn1C1CCN(C(=O)c2cnsn2)CC1)c1cccc(F)c1	2	0.8	1	-13	33	-0.2	1	101	98
CSc1ccc(C2N=C(c3ccccc3)NO2)cc1 (configuration not stated)	1	-0.3	.	-12	6	0.5	26	96	98
CCOc1ccc(C2=CSC3=NCCN23)cc1	12	-0.7	-2	-13	19	-0.7	3	122	110
Cc1ccc(NC(=O)c2cc3nc(C)cc(C)n3n2)cc1	0	-0.5	-4	-2	5	0.1	4	103	98
O=C(O)C1CC(=O)N(c2ccc(F)cc2)C1 (configuration not stated)	2	0.2	-6	-14	27	0.9	3	102	98
Cn1c(SCC(=O)N2CCOCC2)nnc1-c1cccc(NC(=O)c2ccccc2F)c1	9	-0.2	-8	-8	48	-0.4	-5	103	101
CCOc1ccc(Cc2nc(N)nc(N)n2)cc1	1	-0.3	-5	-11	-22	-0.1	1	101	101
COc1cccc(-n2nnnc2SCC(=O)Nc2ccc3c(c2)OCCO3)c1	.	1.2	0	-8	9	-0.5	-3	.	.
Cc1ccc(NC(=O)C2CCCN(c3ncccn3)C2)cc1F (configuration not stated)	2	-0.4	-6	9	0	-0.5	26	101	101
CCOC(=O)C1CCN(c2c(N3CCCCCC3)c(=O)c2=O)CC1	7	-0.1	4	-12	-1	0.1	23	107	106
C=C(C)Cn1c(SCC(=O)NCc2ccco2)nc2sc3c(c2c1=O)CCC3	4	-1.3	-1	-9	20	-1.9	1	104	106
Cc1c(C(=O)N2CCOCC2)oc2ccc(S(=O)(=O)N3CCCC3)cc12	-2	1.2	-5	-4	2	2.3	16	99	97
Cc1cccc(/C=N/NC(=O)c2cc(C3CC3)nc3ccccc23)n1	5	1.2	3	0	-16	-1.0	-20	103	104
COc1ccc(C(C(=O)NC2CCCC2)N(C(=O)c2snc(-c3ccc(F)cc3)c2N)c2cccc(F)c2)cc1 (configuration not stated)	4	0.7	2	2	-9	0.8	.	98	100

This is a random part of the collection. About 5.4% of those tested had a hit in this group.
